Compound activity deposited in PubChem BioAssay by NMMLSC.
GSH fluor – compound fluorescence on glutathione beads, profiling panel, artefact control, biophysical, 488/530 nm, flow cytometry; GSH beads flow cytometry, compound fluorescence 488/530 nm; active compounds read high; 0.25% of 190,000 active; fluorescence (KMESF) at 10 µM; in the data active = fluorescence above about 89;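 note: glutathione beads carrying GST-tagged Bcl family fusion proteins plus one bare bead set; values are compound well signal with DMSO vehicle wells as background; inactives centre near 16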
RGS7-Gao – RGS7-Galphao binding modulators, primary screen, biochemical, multiplexed bead flow cytometry | 0.35% of 220,000 active | binding response (% of control), % at 10 µM | Guanine nucleotide-binding protein G(o) subunit alpha (Homo sapiens), P09471 | AID 1439, 2008 | actives lie on both sides; in the data active = binding response below about 49% or above about 150%; inconclusive = no clear call, values can overlap the other calls; inactive = in between;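 note: fluorescent Galphao held in activated GDP-AlF4 state binding bead-coupled RGS7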
Target sequence (P09471 whole entry, looked up): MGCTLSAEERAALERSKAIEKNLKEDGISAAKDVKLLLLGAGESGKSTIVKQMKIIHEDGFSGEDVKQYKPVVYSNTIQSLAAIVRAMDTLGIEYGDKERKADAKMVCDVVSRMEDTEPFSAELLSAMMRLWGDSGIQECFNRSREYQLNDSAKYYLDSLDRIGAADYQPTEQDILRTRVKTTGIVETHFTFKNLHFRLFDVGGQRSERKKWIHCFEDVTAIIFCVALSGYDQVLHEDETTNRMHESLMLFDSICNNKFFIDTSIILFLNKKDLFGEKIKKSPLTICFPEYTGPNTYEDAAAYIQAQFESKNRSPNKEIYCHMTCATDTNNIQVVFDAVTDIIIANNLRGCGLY
Bcl-XL Bim block – inhibitors of Bim-Bcl-XL binding, primary screen, biochemical, multiplexed, bead flow cytometry, human Bcl-XL; inhibition, % at 10 µM; Bcl-2-like protein 1 (Homo sapiens), Q07817; 0.04% of 190,000 active; Bim peptide-Bcl-XL binding, fluorescence; AID 1007, 2008
Bim-Bcl-W – inhibitors of Bim binding to Bcl-W, primary screen, biochemical, multiplexed, bead-based flow cytometry | AID 952, 2007 | 0.02% of 190,000 active | inhibition, % at 10 µM | Bcl-2-like protein 2 (Homo sapiens), Q92843 | Bim peptide-Bcl-W binding;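 note: 0% = bound tracer without compound and 100% = peptide blocker; higher means less fluorescent Bim peptide bound to Bcl-W beads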
Bcl-2 Bim block – inhibitors of Bim-Bcl-2 binding, primary screen, biochemical, multiplexed, human Bcl-2 family; Apoptosis regulator Bcl-2 (Homo sapiens), P10415; Bead-based flow cytometry, Bim peptide-Bcl-2 binding; inhibition, % at 10 µM; 0.06% of 190,000 active; in the data active = inhibition above about 40%; inconclusive = no clear call, values can overlap the other calls;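 note: 0% = no compound wells with probe peptide and 100% = reference peptide inhibitor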
ABCG2 block – ABCG2 efflux pump inhibitors, primary screen, multiplex with ABCB1, IgMXP3 cells, flow cytometry | Broad substrate specificity ATP-binding cassette transporter ABCG2 (Homo sapiens), Q9UNQ0 | JC-1 efflux | inhibition, % at 6.6 µM | 0.1% of 190,000 active;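 active = inhibition above 80%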;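 note: 0% = DMSO and 100% = nicardipine control wells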
Target sequence (Q9UNQ0 whole entry, looked up): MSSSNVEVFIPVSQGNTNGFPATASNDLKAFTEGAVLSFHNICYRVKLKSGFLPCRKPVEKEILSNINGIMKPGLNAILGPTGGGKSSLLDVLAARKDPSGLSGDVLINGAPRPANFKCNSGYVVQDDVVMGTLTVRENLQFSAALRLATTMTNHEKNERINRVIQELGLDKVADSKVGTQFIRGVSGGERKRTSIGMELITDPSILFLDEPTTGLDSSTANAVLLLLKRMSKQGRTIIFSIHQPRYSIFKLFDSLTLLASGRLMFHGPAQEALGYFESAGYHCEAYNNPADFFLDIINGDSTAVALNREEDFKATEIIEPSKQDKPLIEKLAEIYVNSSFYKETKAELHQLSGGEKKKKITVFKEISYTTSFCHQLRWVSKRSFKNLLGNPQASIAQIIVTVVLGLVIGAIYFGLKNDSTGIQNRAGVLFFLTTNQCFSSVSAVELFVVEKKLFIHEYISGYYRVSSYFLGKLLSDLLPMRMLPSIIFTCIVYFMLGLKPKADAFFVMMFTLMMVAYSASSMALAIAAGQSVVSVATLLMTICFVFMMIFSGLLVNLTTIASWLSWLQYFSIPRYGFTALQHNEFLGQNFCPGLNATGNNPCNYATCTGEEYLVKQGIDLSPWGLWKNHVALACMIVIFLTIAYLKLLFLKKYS
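Times: 10 min at 25 °C | Test system: Two drug-resistant human cell lines, ABCG2 and ABCB1 | Quantity: 3 million cells/mL final, two lines in 1:1 ratio | Signal: Flow cytometry, 530 nm JC-1 signal | Dosing: Compound at 6.6 µM | Controls: Nicardipine and DMSO wells | Reagent: JC-1 as fluorescent efflux pump substrate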
Bfl-1 Bim block – inhibitors of Bim binding to Bfl-1, primary screen, biochemical, multiplexed, bead-based flow cytometry; Bim-Bfl-1 binding inhibition; 0.12% of 190,000 active; inhibition, % at 10 µM; AID 1008, 2008;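 note: 0% = wells without compound plus tracer and 100% = blocker peptide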
RGS8-Gao reg – RGS8-Galphao binding modulators, primary screen, biochemical, multiplexed bead flow cytometry | Guanine nucleotide-binding protein G(o) subunit alpha (Homo sapiens), P09471 | actives lie on both sides | response (percent of control binding), % at 10 µM | 0.34% of 220,000 active | AID 1423, 2008; in the data active = response below about 60% or above about 140%; inactive = in between;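 note: Galphao activated as the GDP aluminium fluoride complex binding bead-coupled RGS8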
Bim-Bcl-B – inhibitors of Bim-Bcl-B binding, primary screen, biochemical, multiplexed, human Bcl-2 family; Bcl-2-like protein 10 (Homo sapiens), Q9HD36; bead-based flow cytometry, Bim peptide-Bcl-B binding; inhibition, % at 10 µM; 0.073% of 190,000 active; AID 951, 2007;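 note: 0% = tracer peptide without compound and 100% = reference inhibitor peptide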
ABCB1 inh – ABCB1 efflux pump inhibitors, primary screen, cell-based, multiplex, flow cytometry, ABCG2 counter-screen. ATP-dependent translocase ABCB1 (Homo sapiens), P08183. 0.067% of 190,000 active. inhibition, % at 6.6 µM. AID 1326, 2008. CCRF-Adr cells, JC-1 efflux; in the data active = inhibition above about 40%;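 note: 0% = vehicle and 100% = reference inhibitor; higher value means more JC-1 retained so stronger ABCB1 efflux block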
RGS4-Gao reg – modulators of RGS4 binding to Galphao, primary screen, biochemical, multiplexed bead flow cytometry. AID 1415, 2008. actives lie on both sides. binding response (% of control), % at 10 µM. Guanine nucleotide-binding protein G(o) subunit alpha (Homo sapiens), P09471. 0.33% of 220,000 active; in the data active = binding response below about 49% or above about 150%; inactive = in between;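 note: fluorescent Galphao activated with aluminum fluoride binding bead-coupled RGS4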
Starred values were filed as active, the others as inactive; u = inconclusive. Cut-off read from the data, not from the text of the source, unless noted: active = inhibition above about 40%.

molecule,GSH fluor,RGS7-Gao,Bcl-XL Bim block,Bim-Bcl-W,Bcl-2 Bim block,ABCG2 block,Bfl-1 Bim block,RGS8-Gao reg,Bim-Bcl-B,ABCB1 inh,RGS4-Gao reg
O=C(CCSc1ccccc1)NC1CCCCCC1,16,u,-1,0,-4,10,-5,101,-1,-0.1,104
Cc1ccc(CN2C(=O)CCSc3ccc(Cl)cc32)cc1,24,101,-5,-3,-3,0,-3,99,-8,-0.2,102
COc1ccc(Cl)cc1NC(=O)CN(C)Cc1ccc(OC)c(OC)c1,16,106,-4,-4,2,10,0,112,2,2.0,104
Cc1onc(-c2ccccc2Cl)c1C(=O)Nc1nnc(-c2ccc(Br)cc2)s1,25,100,-1,2,-3,5,-8,101,-3,0.9,102
N#CCO/N=C/C(=O)Nc1ccc(F)cc1F,12,99,-2,0,-3,0,-1,102,-4,0.1,102
Cc1cc(NC(=O)c2cccc3ccccc23)cc(C)c1OCC(=O)N1CCOCC1,13,111,4,0,-5,3,-5,110,-1,0.6,105
Cc1cccc(C)c1OCc1nc2ccccc2c(=O)n1/N=C/c1c[nH]c2ccccc12,11,103,-11,-6,-8,0,-3,102,-9,2.0,105
CCOc1ccc(C(=O)N(Cc2ccc(N(C)C)cc2)C2CCS(=O)(=O)C2)cc1 (stereo not drawn),16,98,-2,4,-2,2,-9,99,-6,0.3,102
Cc1cccc(NC(=O)CNC(=O)COc2ccc(C(=O)c3ccc(F)cc3)cc2)c1C,6,102,-5,-1,-3,5,-1,104,-3,0.5,102
Cc1ccc(-n2c(N)c(C(=O)Nc3ccccc3F)sc2=S)cc1C,27,95,-6,2,-2,7,3,98,-25,0.2,97
CC(C)(C)OC(=O)NCC(=O)N1CCC(C(=O)O)CC1,71,100,-3,-1,-8,0,-6,102,-4,0.2,104
CCOc1ccccc1N(C(=O)Nc1ccc(Cl)cc1)C1=NCCS1,9,107,15,13,14,45,13,122,10,0.4,104
COc1ccc(NC2=NC(=S)N(c3cccc(C)c3)C23CCCCC3)cc1,39,102,1,4,-8,3,-8,104,-4,0.5,104
O=C(N/N=C\c1ccccc1)c1sccc1-n1cccc1,54,93,0,0,0,4,-5,97,-2,0.8,94
CCOC(=O)c1cnc2c(C)cccc2c1NCc1ccco1,23,100,-2,0,-3,4,-1,95,0,0.9,98
Cc1cccc(NC(=O)CSc2nc(C)c(Cc3ccccc3)c(=O)[nH]2)c1C,12,93,-4,-2,-4,5,-7,100,-6,2.2,98
CC(=O)C1=C(O)C(=O)N(Cc2cccnc2)C1c1ccc(C)cc1 (stereo not drawn),37,100,6,2,-8,1,-4,103,6,0.2,99
COC(=O)c1ccc(NC(=O)CN2CCOCC2)cc1,17,99,0,0,-4,0,-1,101,0,0.0,99
O=C(Cn1c(=O)oc2ccccc21)NC(=O)NCc1ccco1,38,90,-1,0,-8,-3,-10,96,-6,-2.2,90
CN(C)C(CNC(=O)Cc1ccc([N+](=O)[O-])cc1)c1ccccc1 (stereo not drawn),13,96,-1,-1,-2,1,-4,99,0,0.5,101
CSc1nnc(CNC(=O)c2ccccc2)n1-c1ccc(F)cc1,23,107,-1,1,-3,4,-7,100,-5,0.2,100
CCOC(=O)C1CCN(C(=O)CS(=O)Cc2nc(-c3ccc(C)cc3)oc2C)CC1 (stereo not drawn),13,99,-10,-6,-8,24,-13,100,-13,1.3,99
CCOc1ccccc1NC(=O)CN1C(=O)C(C)SC(C)C1=O (stereo not drawn),18,92,-5,-1,-3,17,-6,84,2,6.6,92
C=CCNC(=S)NNC(=O)C(CCCC)CC(C)O (stereo not drawn),16,100,-1,0,-1,2,-11,100,-7,0.3,101
O=C1N=C(c2ccccc2)C(c2ccccc2)N1 (stereo not drawn),38,115,-24,4,-5,8,-8,103,-5,-0.2,120
Cc1ccc(CCNC(=O)c2nnn(-c3cccc(C)c3)c2N)cc1,28,100,0,0,2,0,-3,100,0,-5.8,99
CCOC(=O)C1CCCN(C(=O)/C=C/c2ccc(Cl)cc2)C1 (stereo not drawn),21,106,0,-1,0,4,0,101,-10,0.8,104
CCOc1ccc(-n2nc3c(Cl)nnc(C)c3c2C)cc1,7,99,0,-1,-1,3,-2,102,-1,0.4,102
CCOC(=O)N1CCC(N(CCOC)C(=O)Nc2ccc(C)c(C)c2)CC1,10,92,-2,-3,-5,5,-2,96,-2,0.9,96
O=C(NCc1ccc(Cl)cc1)C1CCN(S(=O)(=O)N2CCOCC2)CC1,8,98,0,-3,-5,3,-4,102,-2,0.4,100
O=C(CSc1nc2ccccc2c2nc3ccccc3n12)NCc1ccco1,13,93,0,0,2,0,4,100,0,0.4,97
COc1ccccc1NC(=O)Cn1c(CCC(=O)O)ccc1-c1ccccc1,10,104,-4,-3,-1,0,-5,102,-3,-0.2,102
Cc1ccc(C(=O)Nc2cccc([N+](=O)[O-])c2)cc1S(=O)(=O)Nc1cccc(C(=O)O)c1,19,92,5,5,4,0,-1,98,7,-0.3,97
C/C(=N\NC(=O)c1cccnc1)c1ccc(-n2ccnc2)cc1,21,96,-6,0,-4,1,-5,102,-8,-0.4,102
Cc1ccc(CSc2ccc3nnc(-c4cccnc4)n3n2)cc1,15,95,-10,-4,-10,8,-16,98,-8,0.8,97
COc1cc(S(=O)(=O)Nc2ccc(Br)cc2)ccc1N,12,95,-2,-1,-1,4,-3,103,0,0.5,98
CC(C)CC(=O)Nc1c2c(nn1-c1ccc(F)cc1)CSC2,14,103,-5,-6,0,10,-2,98,-6,0.2,102
CC(Oc1ccccc1)C(=O)NNC(=O)c1ccccn1 (stereo not drawn),11,98,-6,-3,-3,3,0,109,-9,0.3,102
COc1ccc(C(=O)CSc2nnc(C(CO)NC(=O)c3ccc(OC)cc3)n2C)cc1 (stereo not drawn),27,96,-1,0,-2,6,2,99,-4,0.5,96
O=c1cnnc(Nc2ccc(Cl)c(C(F)(F)F)c2)[nH]1,10,98,-5,-1,-1,1,-8,98,-3,0.8,100
CCC(=O)Nc1ccc2nc(C3CC3)n(Cc3ccccc3)c(=O)c2c1,54,103,0,3,-7,5,-12,100,-7,0.8,100
O=C(c1ccc(-c2ccccc2)cc1)C1CCCN(Cc2ccncc2)C1 (stereo not drawn),11,96,0,-2,-4,14,-8,102,-3,1.9,100
CCOc1ccc(/C=C2/C(=O)N(c3ccc(OC)cc3)C(=S)N2CC(=O)OC)cc1OCC,18,101,0,2,3,5,-1,104,-14,1.3,101
CN1C(=O)C2(c3ccccc31)C1CCCC=C1C(C#N)=C(N)C2(C#N)C#N (stereo not drawn),78,101,-3,4,-1,1,2,101,-2,0.6,102
O=C1CC(c2ccco2)CC2=C1C1c3ccccc3C(=O)N1c1ccccc1N2 (stereo not drawn),33,100,-9,-1,-8,33,-21,100,-8,4.7,98
Cc1cccc(NC(=O)C2C3CCC4C(CCC32)C4(Cl)Cl)c1 (stereo not drawn),6,99,-1,0,4,0,4,86,-1,0.3,95
COc1ccc(-c2nnc3sc(CCN4C(=O)c5ccccc5C4=O)nn23)cc1,15,104,-4,0,-5,2,-5,105,-10,0.8,104
O=C(CSc1ncn[nH]1)CSc1ncn[nH]1,14,101,-6,-6,-5,-2,-4,103,-12,-0.4,98
O=C(CCc1nc(-c2ccccc2)no1)N1CCCC1,25,94,-3,-1,-12,4,-11,98,-8,0.8,97
CCOC(=O)c1sc2ncnc(N3CCN(c4ccc(OC)cc4)CC3)c2c1C,11,103,1,5,-4,-5,-5,102,-1,-3.6,101
COc1ccc(-n2c(SCC3OCCO3)nc3c(sc(=S)n3-c3ccccc3)c2=O)cc1OC,25,97,1,2,0,4,-1,100,-5,4.6,98

Quoted from the entries so far for reference:
molecule,GSH fluor,RGS7-Gao,Bcl-XL Bim block,Bim-Bcl-W,Bcl-2 Bim block,ABCG2 block,Bfl-1 Bim block,RGS8-Gao reg,Bim-Bcl-B,ABCB1 inh,RGS4-Gao reg
CCOc1ccc(/C=C2/C(=O)N(c3ccc(OC)cc3)C(=S)N2CC(=O)OC)cc1OCC,18,101,0,2,3,5,-1,104,-14,1.3,101
CN1C(=O)C2(c3ccccc31)C1CCCC=C1C(C#N)=C(N)C2(C#N)C#N (stereo not drawn),78,101,-3,4,-1,1,2,101,-2,0.6,102
O=C1CC(c2ccco2)CC2=C1C1c3ccccc3C(=O)N1c1ccccc1N2 (stereo not drawn),33,100,-9,-1,-8,33,-21,100,-8,4.7,98
Cc1cccc(NC(=O)C2C3CCC4C(CCC32)C4(Cl)Cl)c1 (stereo not drawn),6,99,-1,0,4,0,4,86,-1,0.3,95
COc1ccc(-c2nnc3sc(CCN4C(=O)c5ccccc5C4=O)nn23)cc1,15,104,-4,0,-5,2,-5,105,-10,0.8,104
O=C(CSc1ncn[nH]1)CSc1ncn[nH]1,14,101,-6,-6,-5,-2,-4,103,-12,-0.4,98
